# ADAM17 inh – ADAM17 inhibition, QFRET primary screen. recombinant ADAM17, EDANS/DABCYL FRET peptide cleavage. actives 0.83% (n = 370,000). P78536. inhibition, % at 6.95 µM;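 active means inhibition above the mean of compounds lying between control limits plus 3 SD, set per campaign, cut at about 8.5% in these data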;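 further: 0% = DMSO-only wells as the low control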
# PLC-beta3 inh – blocks human PLC-beta3 enzyme activity; inhibition, % at 12.2 µM; actives 0.18% (n = 370,000); Purified PLC-beta3, fluorogenic substrate, fluorescence; Q01970; AID 720704; in the data active means inhibition above about 11%;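 further: 0% = median of compound wells on plate and 100% = full blocker control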
# Target sequence (Q01970 whole entry, looked up): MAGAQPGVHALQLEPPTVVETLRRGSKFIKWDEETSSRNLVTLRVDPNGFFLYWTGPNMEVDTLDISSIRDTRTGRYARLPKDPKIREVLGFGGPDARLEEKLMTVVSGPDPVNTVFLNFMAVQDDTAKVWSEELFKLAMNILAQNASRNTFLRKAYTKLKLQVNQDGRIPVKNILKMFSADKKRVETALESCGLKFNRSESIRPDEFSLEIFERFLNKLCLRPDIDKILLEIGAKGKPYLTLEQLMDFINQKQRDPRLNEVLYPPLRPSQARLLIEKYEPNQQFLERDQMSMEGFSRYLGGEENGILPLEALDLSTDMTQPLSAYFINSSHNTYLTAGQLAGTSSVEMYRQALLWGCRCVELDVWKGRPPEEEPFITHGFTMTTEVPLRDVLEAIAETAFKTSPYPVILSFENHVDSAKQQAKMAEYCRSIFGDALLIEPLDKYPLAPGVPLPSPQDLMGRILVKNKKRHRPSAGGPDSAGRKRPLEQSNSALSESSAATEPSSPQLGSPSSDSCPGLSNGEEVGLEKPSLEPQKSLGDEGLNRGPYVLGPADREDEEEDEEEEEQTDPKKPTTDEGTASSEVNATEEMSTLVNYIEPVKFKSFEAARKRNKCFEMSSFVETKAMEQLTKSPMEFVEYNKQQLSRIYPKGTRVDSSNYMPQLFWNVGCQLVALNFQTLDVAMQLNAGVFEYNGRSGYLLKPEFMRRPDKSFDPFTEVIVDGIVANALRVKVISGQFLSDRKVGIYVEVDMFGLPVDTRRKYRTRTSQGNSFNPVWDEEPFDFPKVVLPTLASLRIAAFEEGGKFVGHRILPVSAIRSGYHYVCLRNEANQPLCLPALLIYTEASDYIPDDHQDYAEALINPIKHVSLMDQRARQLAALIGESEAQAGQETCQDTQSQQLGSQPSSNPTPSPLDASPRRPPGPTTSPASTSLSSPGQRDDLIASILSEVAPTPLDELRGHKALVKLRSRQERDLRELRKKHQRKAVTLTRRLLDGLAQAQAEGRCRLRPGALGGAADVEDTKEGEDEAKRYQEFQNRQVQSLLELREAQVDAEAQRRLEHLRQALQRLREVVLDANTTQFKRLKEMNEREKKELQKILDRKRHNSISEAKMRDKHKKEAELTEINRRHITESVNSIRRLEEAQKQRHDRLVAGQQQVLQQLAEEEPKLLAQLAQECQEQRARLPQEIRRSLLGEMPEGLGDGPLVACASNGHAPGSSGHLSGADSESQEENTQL
# PLC-gamma1 inh – PLC-gamma1 (human) inhibition, primary screen | purified PLC-gamma1, fluorogenic substrate, fluorescence | inhibition, % at 12.2 µM | actives 0.84% (n = 370,000) | AID 720700; in the data active means inhibition above about 9.5%
# NR1D1 modulator – modulates human Rev-erb alpha binding to DNA; P20393; Rev-erbα–FITC-DNA binding, fluorescence polarization, 90 min; activity, % at 10 µM; actives 0.79% (n = 370,000); AID 1259318;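 active means activity above about 14%, limit read from the data; passing the limit was not always enough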;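 further: 0% = DMSO wells with 35 nM protein and 100% = DMSO wells with 750 nM protein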
# DAX1 inh-1 – inhibitors of DAX1 repression of SF-1 activated StAR promoter; HEK293T StAR-luciferase reporter, SF-1/DAX-1 repression relief; inhibition, % at 6.8 µM; AID 652010; actives 1.1% (n = 370,000);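 active means inhibition above the mean over all tested compounds plus 3 SD, cut at about 3.6% in these data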;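 further: 0% = DAX-1 cells with DMSO and 100% = cells lacking DAX-1 with DMSO; higher inhibition means more luminescence from relief of DAX-1 repression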
# ssDAF-12 act – activates DAF-12 receptor from parasite S. stercoralis; HEK293 ssDAF-12/GRIP1 lit1-tk-luc reporter, luminescence; % of 3 µM dafachronic acid response; activation, % at 6.8 µM; actives 1% (n = 370,000); AID 652126;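 active means activation above the mean over all tested compounds plus 3 SD, cut at about 0.9% in these data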;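 further: 0% = DMSO-only wells and 100% = 3 µM delta7-dafachronic acid wells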
# SMARCA2 act – activators of SMARCA2 function. actives 1% (n = 370,000). activation, % at 9.1 µM. MG213 cells, MMTV-luciferase reporter, dexamethasone, overnight. AID 652017; in the data active means activation above about 7.8%;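 further: 0% = vehicle wells and 100% = reference activator wells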
# MBD2 DNA inh – inhibitors of human MBD2 binding to methylated oligonucleotide; TR-FRET; inhibition, % at 4.4 µM; actives 0.31% (n = 370,000); AID 686964; in the data active means inhibition above about 13%
# hcDAF12 agonist – activators of H. contortus DAF-12 nuclear receptor. HEK293 hcDAF-12 lit1-tk-luc reporter, luminescence; 0% DMSO, 100% Δ7-dafachronic acid. activation, % at 6.8 µM. actives 1.4% (n = 370,000);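 active means activation above the mean of all tested compounds plus 3 SD, cut at about 5.5% in these data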;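 further: 100% = response to 3 µM Δ7-dafachronic acid high control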
# DAX1 inh-2 – inhibitors of human orphan nuclear receptor DAX1 (NR0B1) | P51843 | HEK293 Gal4-DAX1 luciferase reporter, luminescence | inhibition, % at 6.75 µM | actives 0.99% (n = 340,000) | AID 504766;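 active means inhibition above the mean over all tested compounds plus 3 SD, cut at about 4.2% in these data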;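 further: 0% = DAX1-transfected cells with DMSO and 100% = empty-vector control cells with DMSO; inhibition shows as a rise in luminescence from relieved DAX1 repression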
# hgDAF12 agonist – activates the H. glycines DAF-12 receptor ligand-binding domain | HEK293 GAL4-hgDAF12 UAS-luciferase reporter, agonist luminescence; normalized to butyrate control | activation, % at 6.8 µM | actives 1.8% (n = 370,000) | AID 687014;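 active means activation above a cutoff set at the mean of all screened compounds plus 3 SD, cut at about 10% in these data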;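 further: 0% = DMSO wells and 100% = sodium butyrate wells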
# * marks the source's active call; other numbers are inactive results; i = inactive; nt = no result given.
smiles,ADAM17 inh,PLC-beta3 inh,PLC-gamma1 inh,NR1D1 modulator,DAX1 inh-1,ssDAF-12 act,SMARCA2 act,MBD2 DNA inh,hcDAF12 agonist,DAX1 inh-2,hgDAF12 agonist
CC(/C=N/NC(=O)c1ccccn1)=C\c1ccco1,-4,-20,-15,-4,2.1,1.2*,8.7*,2,4.3,nt,14*
CCCOc1ccc(C(O)(CCC)CCN2CCCCC2)cc1 (centres undefined),-1,1,-1,5,-0.4,-1.5,-5,-3,-1.2,1.8,-1.6
Cc1cccn2c(=O)c3cc(C(=O)NCc4ccc(F)cc4)c(=N)n(CCCN4CCOCC4)c3nc12,-284,-189,-121,3,0.1,-1.1,7,-2,1.6,0.0,3.5
COc1ccc(-c2[nH]ncc2CNCCn2cccn2)c(F)c1,-15,-34,-19,-6,0.5,-2.0,-6,2,-0.7,-1.0,-4.5
CCOC(=O)c1ccccc1NC(=O)Cc1c(C(=O)O)n(C)c2ccccc12,-4,-5,-4,-1,-0.1,-0.3,1,-5,-0.8,1.0,-0.1
CCOc1cc(C)c(Cl)cc1S(=O)(=O)N(C)C,-3,2,-1,0,-1.0,-0.6,2,2,0.2,-0.6,-0.1
Cc1ccc(C)c(OCCC(=O)Nc2cccc(S(=O)(=O)N3CCCCC3)c2)c1,9.3*,-2,2,2,-0.6,-1.3,2,-6,-1.6,-0.1,1.4
CCOP(=O)(OCC)c1nc(-c2ccc(F)cc2)oc1NCc1ccccc1,-64,-42,-37,-6,0.2,-2.0,-1,-2,-2.9,0.6,-2.6
CC(C)(C)c1cc(C(=O)CCN2CCOCC2)cc(C(C)(C)C)c1O,9.4*,-2,13*,-4,-0.6,-1.5,-1,2,0.4,-0.8,-5.8
CN(CCO)C1=NS(=O)(=O)c2cc([N+](=O)[O-])ccc21,-4,0,1,0,-1.1,-1.6,-2,-2,-2.4,0.5,-1.5
CC(C)(C)C1(c2ccccc2)NC(=O)N(CC(=O)N2CCOCC2)C1=O (centres undefined),0,1,8,3,-0.8,-1.5,1,-5,-1.2,0.4,-0.8
CCn1c(=O)c2sccc2n(CC(=O)NCCC2=CCCCC2)c1=O,-4,-6,1,7,-0.1,-1.3,-3,-2,-1.2,-0.4,0.1
Cn1c(CCCOc2ccc(Cl)cc2Cl)nnc1SCC(=O)Nc1ccc(F)c(Cl)c1,0,7,1,1,0.3,-1.2,2,6,0.8,-0.5,-0.5
Cc1ccccc1Cn1c(=N)n(CC(O)c2ccco2)c2ccccc21 (centres undefined),-4,-4,2,3,-0.6,-1.1,-2,-3,-1.6,1.4,-1.9
C#CCN(N(C)c1ncc(C(F)(F)F)cc1Cl)S(=O)(=O)c1ccc2ccccc2c1,-1,1,2,7,0.6,-0.9,0,-3,0.1,-0.7,0.4
COCCNS(=O)(=O)c1ccccc1,1,1,4,4,-0.3,-1.3,6,-3,-0.8,1.4,-1.7
O=S(=O)(NCCCSc1ccccc1)c1ccccc1F,0,-3,-1,2,0.1,-0.5,-2,-3,-1.2,-0.7,0.4
COc1ccccc1N(CC(=O)NC1CC2CCC1C2)S(=O)(=O)c1ccc(C)cc1 (centres undefined),4,-6,-1,1,-1.4,-1.4,1,0,0.1,-0.6,-2.8
Cc1nnc(NC(=O)CSc2nnc3ncccn23)s1,0,-1,0,-4,0.2,-0.5,0,1,0.2,1.6,-1.1
COCCNC(=S)N1CCC(c2nc(-c3ccc(F)cc3)no2)CC1,-3,-10,5,0,-1.5,-1.4,-5,8,-0.9,-0.6,-1.4
COc1cc(NC(=O)CCNS(=O)(=O)c2ccc3c(c2)CCC(=O)N3)cc(OC)c1,-2,-1,0,9,-0.5,0.1,-3,2,-3.4,0.4,-1.4
O=C(NCc1cccs1)c1nc2c(nnn2Cc2ccccc2Cl)c(=O)[nH]1,0,-4,-2,-2,-3.5,-1.9,-9,-2,-3.2,-2.7,-11
Cc1ccc(S(=O)(=O)NC(C(=O)Oc2cc3oc(=O)cc(C)c3cc2Cl)C(C)C)cc1 (centres undefined),i,i,i,-1,-0.4,-1.2,5,1,-1.5,0.3,2.5
Cc1cc(N2CCN(C(=O)c3ccco3)CC2)n2nc(C)c(-c3ccccc3)c2n1,-2,-148,-127,-9,-1.2,-1.8,3,-1,-2.2,-1.4,-0.5
CN(Cc1ccccc1)S(=O)(=O)c1ccc(NS(=O)(=O)Cc2ccccc2)cc1,3,2,0,3,-0.2,-1.9,-5,-3,0.0,-0.8,1.8
CN(C(=O)COC(=O)c1cc(=O)[nH]c2ccccc12)C1CCCCC1,-30,-148,-120,6,3.0,-0.4,1,-4,2.1,1.0,6.7
C=CCOc1ccc(C2C(C(=O)c3ccco3)=C(O)C(=O)N2Cc2cccnc2)cc1 (centres undefined),-1,-1,0,-6,0.7,-1.3,1,-5,0.7,0.5,2.1
[N-]=[N+]=NCC/C=C\C1NS(=O)(=O)OCC1O (centres undefined),-2,2,0,-2,0.1,-0.8,0,6,1.8,-0.5,0.3
C[C@H](CO)N1C[C@H](C)[C@@H](CN(C)C(=O)OCc2ccccc2)OCc2cn(nn2)CCCC1=O,2,9,3,-4,2.2,-1.1,-5,-2,-0.6,2.3,-2.3
CCCN(CC(=O)Nc1ccccc1C)C(=O)COC(=O)c1cnc(C)cn1,-2,-8,-3,0,2.0,-0.7,-1,4,-0.5,-0.7,1.6
CCCCCOc1ccc(C2NC(=O)NC2=O)cc1 (centres undefined),3,-1,1,-4,0.0,-1.4,2,1,-1.3,-0.6,3.4
COc1cccc(C(=O)O[C@H]2[C@H](C)NS(=O)(=O)[C@H]3C[C@@H]4C=C[C@]23O4)c1,-3,-3,3,-1,0.7,-0.9,1,1,-1.5,1.4,0.9
CC(C(=O)Nc1cccc([N+](=O)[O-])c1)n1nnc2ccccc21 (centres undefined),-2,2,3,12,0.9,-0.8,-3,1,-1.9,-0.3,-4.0
COCCn1c(SCC(=O)N2CCN(c3ccccc3)CC2)nc2c(c1=O)SC(C)C2 (centres undefined),0,2,6,2,0.6,-1.4,0,-2,1.1,0.6,-4.7
CCCn1c(O)c2ccc(C(=O)N=NC(=O)c3cccnc3)cc2c1O,3,4,3,5,0.5,-1.2,1,1,0.2,0.3,0.7
CC(C)(C)c1cccc(OCCCSc2ncccn2)c1,3,0,4,7,1.0,-1.2,0,-3,0.7,-0.6,1.4
NS(=O)(=O)c1ccc(NC(CNS(=O)(=O)c2ccccc2)c2ccccc2)cc1 (centres undefined),-5,-6,1,nt,-1.5,-1.4,-3,14*,0.6,3.1,-1.0
O=C(CCCOc1ccc(Cl)cc1Cl)NNC(=O)C1CCC1,-1,-9,0,-9,-0.2,-1.0,1,-2,-1.0,-0.8,0.3
Cc1ccc2nc(C(=O)O)c(C(=O)O)nc2c1,-2,-6,-4,6,0.3,-1.2,1,-6,-0.2,0.9,1.7
COc1cc2nc(-c3ccccc3)nc(N3CCCC3)c2cc1OC,6,-7,-6,42*,0.5,0.3,-1,-3,5.0,nt,0.2
Cc1cccc(C(=O)NNC(=O)C(=O)NC(C)(C)C)c1,-2,0,-1,3,-0.2,-0.5,-2,0,2.3,0.1,1.4
O=C(Nc1cccnc1)NC1CCCCC1,1,3,2,-1,1.1,-0.5,-1,3,0.6,1.6,-3.0
O=C(O)c1ccc2c(c1)C(=O)N(C(Cc1ccc(O)cc1)C(=O)O)C2=O (centres undefined),-6,-2,1,0,-0.5,-1.5,-1,4,0.3,-0.4,0.4
c1ccc(-n2c(SCC3CCCCO3)nnc2-c2cnccn2)cc1 (centres undefined),-3,-8,-6,6,0.0,-1.6,1,-4,-1.4,-0.3,0.6
COCCNc1nc(NCc2ccc(C(C)C)cc2)c2sccc2n1,-1,-1,1,-1,-2.2,-1.6,-3,1,-3.6,nt,-1.6
O=C(NC1CCCN(Cc2ccc(Cl)cc2)C1)c1ccnc(Cl)c1 (centres undefined),6,-13,11*,0,0.0,-0.9,-4,-1,-2.8,0.8,0.1
CCCc1nc(SCC(=O)NNC(=O)c2ccc(OC)cc2)c2ccccc2n1,1,1,3,-1,-0.6,-1.3,1,0,-1.1,-0.1,1.7
Cc1ccc2nc(C(C)(C)C)c(Cc3ccccc3C(F)(F)F)n2c1,-8,-17,-18,3,-0.3,-0.5,-3,15*,1.0,nt,1.6

# Whole records, looked up by structure.
# Record of O=C(NC1CCCN(Cc2ccc(Cl)cc2)C1)c1ccnc(Cl)c1 (centres undefined) = ADAM17 inh = 6; PLC-beta3 inh = -13; PLC-gamma1 inh = 11*; NR1D1 modulator = 0; DAX1 inh-1 = 0.0; ssDAF-12 act = -0.9; SMARCA2 act = -4; MBD2 DNA inh = -1; hcDAF12 agonist = -2.8; DAX1 inh-2 = 0.8; hgDAF12 agonist = 0.1
# Record of Cc1cccc(C(=O)NNC(=O)C(=O)NC(C)(C)C)c1 = ADAM17 inh = -2; PLC-beta3 inh = 0; PLC-gamma1 inh = -1; NR1D1 modulator = 3; DAX1 inh-1 = -0.2; ssDAF-12 act = -0.5; SMARCA2 act = -2; MBD2 DNA inh = 0; hcDAF12 agonist = 2.3; DAX1 inh-2 = 0.1; hgDAF12 agonist = 1.4

# Next part
smiles,ADAM17 inh,PLC-beta3 inh,PLC-gamma1 inh,NR1D1 modulator,DAX1 inh-1,ssDAF-12 act,SMARCA2 act,MBD2 DNA inh,hcDAF12 agonist,DAX1 inh-2,hgDAF12 agonist
CCOc1ccccc1NC(=O)CN(C)S(=O)(=O)c1ccc(OC)c(C)c1,-3,1,1,-1,0.0,-1.0,-3,7,-1.5,-1.3,-1.1
Cc1cccc(C)c1NC(=S)N(c1ccccc1)C(C)C,-3,3,-1,1,0.3,-1.8,1,-1,0.5,0.1,2.9
Cc1ccc(S(=O)(=O)CC(c2ccccc2)N2CCCCC2)cc1 (centres undefined),1,0,6,-2,-0.9,-0.5,-4,-1,-1.1,0.2,-0.6
Nc1nc(CCl)nc(Nc2ccc3ccccc3c2)n1,-1,-2,4,3,-1.0,-1.2,-13,9,-1.1,-4.0,-7.1
Cc1cc(C)nc(/N=C(\N)C2=C(O)CC(C)(C)CC2=O)n1,3,1,8,3,0.4,-1.4,-2,-3,-0.5,0.8,2.2
CC(C)Cn1c(N)c(C(=O)COC(=O)c2cc3ccccc3cc2O)c(=O)n(C)c1=O,-2,-30,-9,1,-2.8,-0.6,-3,-1,2.2,-0.7,0.6
CC1(C)CC(=O)C=C(NCc2ccc(Cl)c(Cl)c2)C1,-3,3,3,6,0.3,-1.8,-2,2,-1.6,1.1,1.9
CCc1cc2cc3c(cc2nc1SCC(=O)OC(C)C)OCO3,-1,-1,-3,3,0.1,-1.1,1,3,-0.6,-0.2,0.6
COc1ccc(Nc2nnc(-c3ccncc3)s2)cc1Cl,-6,-16,-4,-29,-0.9,-0.7,-3,4,-3.6,-0.4,-6.7
CCOc1ccc2oc(-c3ccccc3)c(C(N)=O)c2c1,-147,-466,-341,19,0.2,-1.3,1,-4,1.0,-1.0,2.0

# Source: PubChem BioAssay (several laboratories)
